HT1080-NT tox – qHTS for induction of synthetic lethality in tumor cells producing 2HG: qHTS for the HT-1080-NT fibrosarcoma cell line. HT-1080-NT fibrosarcoma viability, CellTiter-Glo ATP luminescence, 48 h. Potency, µM (top dose mostly 46.1 µM), for inactives: at the highest dose activity, negative = less viability, most hits filed as cytotoxic. hit rate 1.6% among 360,000. AID 686970, 2013;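 note: NT is the 2HG producing partner of a matched IDH1 knockdown line; potency is the fitted concentration of half-maximal effect; 0% = DMSO-treated cells and -100% = media-only wells without cells; nearly all actives have a fitted effect of over 55% in size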
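Viability by CellTiter-Glo luminescence after 48 h compound exposure at 37C of HT-1080-NT cells (750/well, RPMI, 5% FBS). % activity scaled between DMSO wells and medium-only wells, then curve-fitted and categorized by curve class.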
KB-3-1 cytotox – qHTS assay for MDR1-selective chemotherapeutics: Primary screen using the parental adenocarcinoma cell KB-3-1; KB-3-1 viability, CellTiter-Glo ATP luminescence, 72 h; Potency, µM (highest dose often 46.1 µM), for the others: at the highest dose activity change, negative = cytotoxic, most hits filed as cytotoxic; hit rate 1.4% among 400,000; AID 1347075, 2019; note: potency is the fitted concentration of half-maximal effect; % is set by controls: 0 for no effect and ±100 for the full control effect; nearly all actives have a fitted effect of over 60% in size
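72 h, 37 °C compound treatment of KB-3-1 parental cells; CellTiter-Glo added, 10 min, luminescence read. Data corrected against DMSO-only plates and normalized before curve fitting.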
SW480 rerep – A quantitative high throughput screen for small molecules that induce DNA re-replication in SW480 colon adenocarcinoma cells | SW480 DNA re-replication, Hoechst DNA content imaging, 48 h | Potency, µM (doses to about 46.1 µM), inactives show top-dose re-replication activation, usual class: activators | hit rate 1.8% among 340,000; note: potency is the fitted concentration of half-maximal effect; % of control where 0% means no effect; nearly all actives have a fitted effect of over 55% in size
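Compounds, transferred as 23 nL by pin tool, were incubated with cells for 48 hr; DNA content per nucleus was then quantified by Hoechst staining and fluorescence plate imaging.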
HepG2 tox – qHTS for Inhibitors of TGF-b: Cytotox Counterscreen; Potency, µM (highest dose often 46.1 µM), inactives show at the top dose activity change, negative = cytotoxicity, actives largely listed as cytotoxic; hit rate 0.76% among 410,000; HepG2 CAGA-GFP viability, ATP luminescence, 18 h; note: potency is the fitted concentration of half-maximal effect; some results filed as inactive show a strong effect at the top dose
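CellTiter-Glo luminescence gave cytotoxicity after 18 hours at 37 degrees C. The cells were HepG2 CAGA-GFP in 1% FBS DMEM, stimulated with 500 pg/mL TGF-beta after compound addition. %Activity was normalised to no-cell wells (complete cell-killing) and DMSO (no toxicity), and curves were fitted and classified.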
MCF10A rerep – A quantitative high throughput screen for small molecules that induce DNA re-replication in MCF 10a normal breast cells; MCF 10A DNA re-replication, Hoechst nuclear intensity, 48 h; hit rate 2.9% among 350,000; Potency, µM (series often up to 46.1 µM), without a hit: at the highest dose activity, positive = re-replication, usual class: activators; note: potency is the fitted concentration of half-maximal effect; % of control where 0% means no effect; nearly all actives have a fitted effect of over 50% in size
IL1B secr inh – qHTS for Inhibitors of Inflammasome Signaling: IL-1-beta AlphaLISA Primary Screen; AID 743279, 2014; activity change, % at 57.5 µM; THP-1 LPS/ATP IL-1B secretion, AlphaLISA, 16 h; stronger effect = lower value; hit rate 4.7% among 360,000; in the data active = activity change below about -50%; inconclusive = mostly about -30% to -49%; note: % is set by controls: 0 for no effect and ±100 for the full control effect
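THP-1 cells pretreated 1 hr with compounds (up to 57.5 uM final), then stimulated with LPS (250 ng/mL final) plus ATP (1.25 mM final); secreted IL-1B measured by AlphaLISA after 16 hr, decreased signal indicating inhibition.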
S2 tox – Viability Counterscreen for Primary qHTS for Inhibitors of ATXN expression; S2 cells (HEK-293 line with an ATXN2-luciferase reporter) viability, CellTiter-Fluor protease fluorescence, 24 h; Potency, µM (titrated, usually from 56.7 µM), most hits filed as cytotoxic; hit rate 0.49% among 400,000; AID 651635, 2014; note: potency is the fitted concentration of half-maximal effect; nearly all actives have a fitted effect of over 40% in size
HT1080 IDH1KD tx – qHTS for induction of synthetic lethality in tumor cells producing 2HG: qHTS for the HT-1080-IDH1KD cell line; HT-1080 IDH1 knockdown viability, ATP luminescence, 48 h; Potency, µM (top dose mostly 46.1 µM), for the others: at the highest dose activity, negative = toxicity, actives largely listed as cytotoxic; hit rate 2% among 360,000;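 note: potency is the fitted concentration of half-maximal effect; 0% = DMSO wells and -100% = cell-free medium wells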
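Knockdown cells (IDH1KD HT-1080) received compounds 2 h after plating at 750 cells/well and were kept 48 h at 37 °C in 5% FBS RPMI. A CellTiter-Glo luminescence read gave % activity for curve fitting.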
ATXN2 expr inh – Primary qHTS for Inhibitors of ATXN expression. Potency, µM (top dose mostly 57 µM), inactives show top-dose activity change, negative = inhibition, actives largely listed as inhibitors. AID 1745845, 2022. hit rate 0.72% among 360,000. HEK-293 ATXN2-luciferase reporter, luminescence, 24 h; note: potency is the fitted concentration of half-maximal effect; % is set by controls: 0 for no effect and ±100 for the full control effect; nearly all actives have a fitted effect of over 55% in size
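ATXN2-luciferase reporter cells (luciferase flanked by upstream and downstream ATXN2 gene portions) were treated 24 h at 37 °C with compounds at up to 57 uM. SteadyGlo luminescence gave expression; GF-AFC fluorescence gave viability.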
Active calls of the source: *; i = inactive; u = inconclusive; x = not tested or not shown; [ ] = remark or other dose. Unless noted, calls come from the whole dose curve; as a rule, active = well fitted curve in the direction sought with a large enough effect; inconclusive = small, poorly fitted or top-dose-only effect, or another doubt; inactive = no such curve, though single readings can be large; an effect the other way counts as inactive or inconclusive.

1: N#Cc1cccc(C(=O)OCC(=O)NCc2ccco2)c1
2: O=C(CN1C(=O)c2ccccc2C1=O)NCCc1c[nH]c2ccccc12
3: CC(C)(C)Nc1c(-c2cccs2)nc2ccccn12
4: CCc1ccc(-c2nc3c(c(SCc4ccccc4F)n2)Cc2c(CO)cnc(C)c2O3)cc1
5: CN(C(=O)c1cccc(NC(=O)c2ccccc2)c1)C1CCCCC1
6: COC(=O)C1(C(=O)OC)c2ncccc2N(S(=O)(=O)c2ccc(C)cc2)C1CC(=O)c1ccccc1 (stereo not given)
7: Cc1ccc(/C(O)=C2\C(=O)C(=O)N(C)C2c2ccccc2)cc1 (stereo not given)
8: c1cnc(Oc2ccc(-c3nnco3)cc2)cn1

entry no.,1,2,3,4,5,6,7,8
HT1080-NT tox,14%,10%,18%,x,1%,0%,7%,-4%
KB-3-1 cytotox,0%,11%,-6%,8%,1%,3%,1%,-4%
SW480 rerep,u,-2%,-120%[inhibitor],x,-2%,x,x,-3%
HepG2 tox,-1%,-8%,-18%,-1%,-7%,x,9%,-5%
MCF10A rerep,5%,7%,2%,x,1%,x,x,-1%
IL1B secr inh,-13,4,-17,x,-2,0,23,3
S2 tox,i,i,i,i,i,x,i,i
HT1080 IDH1KD tx,20%,11%,-10%,x,0%,5%,5%,-2%
ATXN2 expr inh,-6%,-1%,-25%,10%,-14%,x,x,3%

9: CCOC(=O)CNC(=O)CSc1nnnn1-c1cc(C)ccc1C
10: O=C(Nc1ccc(SC(F)F)cc1)c1ccc2nccnc2c1
11: CCC(C)N=CC1=C(O)CC(c2ccccc2)CC1=O (stereo not given)
12: Cc1cc(NC(=O)CN2C(=O)/C(=C/c3ccccc3F)SC2=S)no1
13: CCNC(=O)C1CCCN(C(=O)c2ccc(OC)cc2)CC1 (stereo not given)
14: O=C(Nc1ncn[nH]1)c1ccc([N+](=O)[O-])cc1[N+](=O)[O-]
15: CCOc1ccc(C(CC(=O)O)n2cnnn2)cc1 (stereo not given)
16: CCOC(=O)C1(C(=O)OCC)C(C(=O)c2ccccc2)C1c1ccccc1 (stereo not given)

entry no.,9,10,11,12,13,14,15,16
HT1080-NT tox,-7%,u,21%,-11%,13%,0%,14%,2%
KB-3-1 cytotox,8%,u,8%,-14%,0%,-24%,-2%,u
SW480 rerep,16%,u,-31%,-2%,x,13%,-4%,25%
HepG2 tox,-5%,-27%,-3%,-10%,-4%,-1%,12%,0%
MCF10A rerep,-8%,10%,-15%,u,x,15%,-3%,17%
IL1B secr inh,4,-97*,-7,2,-1,41,32,-11
S2 tox,i,u,u,i,i,i,i,i
HT1080 IDH1KD tx,0%,-1%,9%,-2%,11%,-10%,22%,2%
ATXN2 expr inh,-5%,-29%,-22%,-2%,-5%,-13%,12%[11.3 µM],-20%

17: CCNC(=O)c1cc2c(c(-c3cccc(-c4cncnc4)c3)n1)[C@H](CCO)N(C(C)=O)C2
18: CCOc1ccc(C2Oc3nc(SC)nnc3-c3ccccc3N2C(C)=O)cc1OC (stereo not given)
19: Cc1ccc(/C=N/Nc2nc3ccccc3s2)o1
20: O=C(N1CCC(O)(c2cccnc2)CC1)C12CC3CC(CC(C3)C1)C2
21: CCOC(=O)c1cnn(-c2ccc(Cl)cc2)c1C1CCN(C(=O)OC(C)(C)C)CC1
22: CC(=O)c1ccc(NC(=S)NNC(=O)NC2CCCCC2)cc1
23: C#CC1CCCCC1NC(=O)Nc1cnccc1C(F)(F)F (stereo not given)
24: O=C(O[C@@H]1[C@H](Cc2ccccc2)NS(=O)(=O)[C@H]2C[C@@H]3C=C[C@]12O3)c1ccccc1Br

entry no.,17,18,19,20,21,22,23,24
HT1080-NT tox,-4%,-8%,-8%,-9%,u,7%,3%,0%
KB-3-1 cytotox,-26%,1%,-1%,7%,u,-2%,-1%,9%
SW480 rerep,x,10%,0%,-5%,20%,-4%,-17%,-1%
HepG2 tox,x,-1%,-11%,-17%,-32%,10%,-1%,-4%
MCF10A rerep,x,16%,u,30%,u,1%,-2%,-7%
IL1B secr inh,42,-10,u,4,-13,-7,12,-8
S2 tox,i,i,x,u,i,i,i,i
HT1080 IDH1KD tx,12%,2%,-10%,-10%,u,5%,13%,-21%
ATXN2 expr inh,-1%,-5%,111%[activator],0%,-36%,2%,-1%,-10%

Three compounds from above, arranged by the number in SW480 rerep, largest number first.
no. | Compound | SW480 rerep | IL1B secr inh
21 | CCOC(=O)c1cnn(-c2ccc(Cl)cc2)c1C1CCN(C(=O)OC(C)(C)C)CC1 | 20% | -13
19 | Cc1ccc(/C=N/Nc2nc3ccccc3s2)o1 | 0% | u
24 | O=C(O[C@@H]1[C@H](Cc2ccccc2)NS(=O)(=O)[C@H]2C[C@@H]3C=C[C@]12O3)c1ccccc1Br | -1% | -8

Copied from the list:
KB-3-1 cytotox, O=C(N1CCC(O)(c2cccnc2)CC1)C12CC3CC(CC(C3)C1)C2 = 7%
HT1080-NT tox, CCOc1ccc(C2Oc3nc(SC)nnc3-c3ccccc3N2C(C)=O)cc1OC (stereo not given) = -8%
IL1B secr inh, CC(=O)c1ccc(NC(=S)NNC(=O)NC2CCCCC2)cc1 = -7
IL1B secr inh, CCOC(=O)c1cnn(-c2ccc(Cl)cc2)c1C1CCN(C(=O)OC(C)(C)C)CC1 = -13

More results follow:
25: Cc1ccc2c(C)c(C(=O)N(C)CCC3CCCCO3)oc2c1C (stereo not given)
26: CCOc1ccccc1OCCC(=O)NNC(=O)Cn1nc(C)cc1C
27: Cc1ccc(CNC(=O)CN2C(=O)NC(C)(c3ccccc3Cl)C2=O)cc1 (stereo not given)
28: CCc1nccn1Cc1cc(C=O)ccc1OC
29: COc1cc(OC)c(C(=O)Nc2ccc(S(=O)(=O)Nc3ncccn3)cc2)cc1OC
30: CCC(C)NC(=O)CCC(=O)Nc1ccc2nc(N3CCOCC3)cc(C)c2c1 (stereo not given)
31: NC(=O)C1CCN(C(=O)c2ccc(Cl)c(S(=O)(=O)N3CCCCCC3)c2)CC1
32: Cc1ccccc1-n1c(SCC(=O)N/N=C/c2ccccc2OCC(=O)O)nc2ccccc2c1=O

entry no.,25,26,27,28,29,30,31,32
HT1080-NT tox,-28%,18%,11%,6%,-4%[9.24 µM],14%,8%,3%
KB-3-1 cytotox,-2%,9%,-3%,8%,22%,-2%,13%,3%
SW480 rerep,-1%,-62%[inhibitor],13%,-4%,-3%,-6%,-28%,-9%
HepG2 tox,-18%,3%,-7%,0%,3%,3%,-4%,11%
MCF10A rerep,16%,6%,-1%,-3%,0%,-1%,9%,0%
IL1B secr inh,23,20,-1,16,-13,6,9,-9
S2 tox,i,i,i,i,i,i,i,i
HT1080 IDH1KD tx,u,10%,13%,-1%,8%,8%,3%,5%
ATXN2 expr inh,32%,-8%,-3%,-16%,3%,29%,1%,0%

33: O=C(NCCc1ccccn1)c1ccc(COc2ccccc2)o1
34: CCCCCn1c(CCNC(=O)c2cccs2)nc2ccccc21
35: Cc1ccc(-c2c(C)sc3ncn(CC(=O)N4CCOCC4)c(=O)c23)cc1C
36: O=C(O)CN1C(=O)SC(Nc2ccccc2)C1=O (stereo not given)
37: CCCC1(C(=O)OC)NC(c2ccc(OC)cc2OC)C2C(=O)N(c3cccc(C(C)=O)c3)C(=O)C21 (stereo not given)
38: C=CCNC(=S)Nc1ccc2nsnc2c1
39: CCCCN(C)C(=O)c1ccc2c(c1)N(CC)C(=O)c1ccccc1S2(=O)=O
40: CC1CCN(S(=O)(=O)c2ccc3ncn(CC(=O)N(C)C4CCCCC4)c(=O)c3c2)CC1

entry no.,33,34,35,36,37,38,39,40
HT1080-NT tox,-2%,u,1%,-2%,5%,16%,0%,-6%
KB-3-1 cytotox,-4%,-7%,-17%,1%,-9%,16%,12%,-2%
SW480 rerep,-8%,-1%,-2%,17%,-1%,0%,3%,-3%
HepG2 tox,4%,-15%,-28%,-3%,3%,-5%,-2%,3%
MCF10A rerep,2%,-2%,0%,-13%,1%,17%,-1%,9%
IL1B secr inh,-5,-77*,17,3,23,5,-11,-8
S2 tox,i,i,i,i,i,i,i,i
HT1080 IDH1KD tx,-4%,3%[9.24 µM],-19%,2%,4%,20%,4%,0%
ATXN2 expr inh,27%,-11%,0%,-4%,2%,-21%,6%,9%[11.3 µM]

41: Cn1c(=N)n(CC(=O)c2ccc(Br)cc2)c2ccccc21
42: CCCCNC(=O)CC(C(=O)N1CCc2ccccc21)n1ccnc1 (stereo not given)
43: Cc1cc(-c2csc(Nc3ccccn3)n2)ccc1F
44: O=C(CN1C(=O)c2cccc3cccc1c23)N1CCN(Cc2ccc3c(c2)OCO3)CC1
45: Cc1ccc(C)c2[nH]c(=O)c(CN(CCN3CCCC3)C(=O)Nc3cccc(Cl)c3)cc12
46: NC1=C(Cl)C(=O)c2ccc(S(N)(=O)=O)cc2C1=O
47: CCC(=O)c1ccccc1OCCN1CCN(CC)CC1

entry no.,41,42,43,44,45,46,47
HT1080-NT tox,u,-1%,u,-11%,u,8.2µM*,8%
KB-3-1 cytotox,u,2%,-4%,-21%,u,u,2%
SW480 rerep,-6%,-6%,-5%[9.22 µM],-5%,3%[9.22 µM],0.73µM*,-85%[inhibitor]
HepG2 tox,-36%,1%,-20%,7%,-40%,0.56µM*,16%
MCF10A rerep,u,-1%,u,u,4%,1.5µM*,u
IL1B secr inh,x,9,-58*,-16,u,-98*,-1
S2 tox,u,i,i,i,i,3.5µM*,i
HT1080 IDH1KD tx,23µM*,10%,u,-6%[9.24 µM],u,6.5µM*,1%
ATXN2 expr inh,6%,-3%,97%[activator],-15%,u,3.5µM*,x

Compound activity: PubChem BioAssay, National Center for Advancing Translational Sciences (NCATS)
